hDAT+cocaine = human DAT dopamine uptake with cocaine, either direction; AID 449768; Q01959; B-score at 10 µM; LLC-PK1 hDAT cells, [14C]-dopamine uptake with cocaine IC80; actives deviate in either direction; 110,000 compounds, 1.3% hits;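 active means Z score or B-score, a plate-position-corrected score, falls beyond the plate's 99.7% confidence bounds, in either direction; inactive means both scores lie inside the 99.7% bounds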;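 further: scored against the spread of the other compound wells on the same plate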
Target sequence (Q01959 whole entry, looked up): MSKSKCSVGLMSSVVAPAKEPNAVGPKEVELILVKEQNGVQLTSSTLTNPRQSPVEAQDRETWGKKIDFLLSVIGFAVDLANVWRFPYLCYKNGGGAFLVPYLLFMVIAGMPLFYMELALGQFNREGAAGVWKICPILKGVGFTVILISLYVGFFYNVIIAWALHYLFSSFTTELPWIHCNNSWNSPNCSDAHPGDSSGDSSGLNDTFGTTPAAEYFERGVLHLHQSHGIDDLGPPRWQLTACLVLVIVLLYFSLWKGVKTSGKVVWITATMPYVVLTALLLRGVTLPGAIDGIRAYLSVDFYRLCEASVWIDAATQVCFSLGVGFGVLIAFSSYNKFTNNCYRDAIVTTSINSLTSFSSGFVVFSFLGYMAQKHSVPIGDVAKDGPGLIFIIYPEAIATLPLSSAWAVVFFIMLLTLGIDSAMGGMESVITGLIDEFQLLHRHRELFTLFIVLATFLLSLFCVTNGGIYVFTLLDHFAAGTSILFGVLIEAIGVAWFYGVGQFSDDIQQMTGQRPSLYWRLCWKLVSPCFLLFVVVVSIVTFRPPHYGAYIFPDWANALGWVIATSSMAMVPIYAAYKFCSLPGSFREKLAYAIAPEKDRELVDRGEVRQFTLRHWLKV
CYP2C19 inhib = human CYP2C19 inhibition; P33261; CYP2C19 Supersomes, luciferin-H EGE luminescence, 30 min; inhibition, % at 5 µM; 96,000 compounds, 21% hits;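 active means CYP2C19 inhibition above a set limit at 5 µM in the primary screen, cut at about 50% in these data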;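 further: plate controls were negative control wells for no effect and 2.5 mM tranylcypromine positive control for full effect; values of inactives mirror those of a sister screen read the other way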
CYP2C9 act = increases human cytochrome P450 2C9 activity; P11712; recombinant CYP2C9, luciferin-H conversion, luminescence; active compounds read high; factor 1 = untreated enzyme, 0 = blocked; activation factor at 5 µM; 96,000 compounds, 1.4% hits; AID 1024;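 active means activation factor of 2 or more for CYP2C9 at a 5 µM dose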;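 further: 0 = sulfaphenazole-blocked wells and 1 = vehicle-only wells; values of inactives mirror those of a sister screen read the other way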
Target sequence (P11712 whole entry, looked up): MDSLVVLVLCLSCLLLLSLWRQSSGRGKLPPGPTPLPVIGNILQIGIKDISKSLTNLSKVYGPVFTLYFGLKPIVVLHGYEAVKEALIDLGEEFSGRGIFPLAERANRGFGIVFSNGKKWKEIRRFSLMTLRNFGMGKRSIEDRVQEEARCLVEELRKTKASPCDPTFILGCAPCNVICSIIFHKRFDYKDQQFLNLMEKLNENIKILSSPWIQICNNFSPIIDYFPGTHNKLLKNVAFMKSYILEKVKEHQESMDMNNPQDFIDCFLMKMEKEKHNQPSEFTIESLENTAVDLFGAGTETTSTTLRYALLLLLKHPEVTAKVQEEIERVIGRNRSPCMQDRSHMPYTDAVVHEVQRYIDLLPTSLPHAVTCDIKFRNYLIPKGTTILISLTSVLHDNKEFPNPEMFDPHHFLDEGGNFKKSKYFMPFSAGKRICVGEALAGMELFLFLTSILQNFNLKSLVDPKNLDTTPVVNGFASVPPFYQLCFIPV
HUVEC tox IL1B = toxic to HUVEC cells under IL-1B stimulation | HUVEC cell count loss, Hoechst imaging, IL-1B stimulated | cell count reduction, % at 2 µM | 94,000 compounds, 0.41% hits;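 active means cell count reduction more than 3 SD above the screen-wide mean, cut at about 70% in these data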;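 further: normalized per plate to untreated control cells as the no-loss baseline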
CYP2C9 inh = inhibitors of human CYP2C9; P11712; 96,000 compounds, 20% hits; CYP2C9 Supersomes, luciferin-H conversion, luminescence; inhibition, % at 5 µM;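 active means blocking of liver enzyme CYP2C9 beyond about 50% at 5 µM, limit read from the data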; further: values of inactives mirror those of a sister screen read the other way
TNFa cytotox = toxic to HUVEC cells under TNF alpha stimulation; 93,000 compounds, 0.17% hits; AID 848; cell count reduction, % at 2 µM; HUVEC TNFalpha-stimulated, Hoechst cell count, imaging;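 active means cell count reduction exceeding the screen mean by over 5 SD, scaled to untreated wells per plate, cut at about 78% in these data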;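 further: cells counted after 24 h of TNF alpha exposure following the 1 h pretreatment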
CYP2C19 activ = cytochrome P450 2C19 (human) activation; P33261; recombinant CYP2C19, luciferin-H EGE luminescence; active compounds read high; 0 = fully inhibited enzyme, 1 = untreated enzyme; activation factor at 5 µM; 96,000 tested, under 10 active; AID 1025;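 active means activation factor of at least 2 at 5 µM in the primary screen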;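 further: 0 = wells with 2.5 mM tranylcypromine and 1 = vehicle-only wells; values of inactives mirror those of a sister screen read the other way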
Calb biofilm kill = kills Candida albicans biofilms; 85,000 compounds, 0.14% hits; inhibition, % at 6 µM; C. albicans biofilm + clotrimazole, Alamar Blue; AID 834;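 active means inhibition above 20%; inactive means inhibition below 20%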;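 further: preformed 24 hr biofilms exposed to compound for 48 hr; 0% = biofilm without compound and 100% = blank killed by clotrimazole plus chlorhexidine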
VCAM1 TNFa inh = reduces TNF alpha induced VCAM1 expression in HUVEC | AID 802 | HUVEC TNFa-induced VCAM-1 immunofluorescence, high-content imaging | inhibition, % at 2 µM | 95,000 compounds, 0.48% hits;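 active means inhibition above the batch mean plus 3 SD, with images confirmed as a hit by eye, cut at about 37% in these data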;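 further: 0% = TNF-stimulated DMSO wells and 100% = unstimulated control wells; not every result past the cut was called active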
Numbers without * were called inactive; . = not tested or not shown. Rows are unselected; about 29% have a hit in one of these screens.

SMILES	hDAT+cocaine	CYP2C19 inhib	CYP2C9 act	HUVEC tox IL1B	CYP2C9 inh	TNFa cytotox	CYP2C19 activ	Calb biofilm kill	VCAM1 TNFa inh
CCOC(=O)N1CCN(C(=O)c2ccc(NS(C)(=O)=O)cc2)CC1	-1.2	5	0.9	-197	5	0	1	8	8
C(=N\c1nccs1)/c1c[nH]c2ccccc12	0.43	2	1.2	19	-25	6	1	-9	9
O=C(CN1CCN(CCOCCO)CC1)N1c2ccccc2Sc2ccc(Cl)cc21	-0.066	2	1	-11	-3	-14	1	4	-3
CN(C)c1ccc(NC(=O)COC(=O)CCC(=O)c2ccc(F)cc2)cc1	-0.29	90*	0.2	1	81*	-18	0.1	.	-7
Brc1ccc(/C=N/N2CCN(C3c4ccccc4-c4ccccc43)CC2)s1	0.12	12	0.7	2	25	-16	0.9	.	-3
Cc1ccc(CNC(=O)CCCn2c(=O)c3ccccc3n(CC(=O)NCc3ccco3)c2=O)cc1	1	.	.	34	.	-5	.	7	4
CCOC(=O)C1CCN(S(=O)(=O)c2ccc(OC)c(OC)c2)CC1	-0.9	46	1.2	-5	-17	-14	0.5	7	6
Cc1cc(C)c2c(c1)c(C)cc1nnc(SCC(=O)NCc3ccco3)n12	0.028	50	1.9	-8	-92	-2	0.5	2	-6
Oc1c(C(c2cccs2)N2CCOCC2)sc2ncnn12 (stereo unspecified)	-0.03	-8	1.2	6	-24	-29	1.1	-9	10
CCOC(=O)c1c(NC(=O)c2ccccc2Br)sc2c1CCc1ccccc1-2	0.014	8	0.8	-3	24	11	0.9	5	-10
Cc1cc(C)n(-c2ccc(C(=O)OCc3nnc(-c4ccccc4)o3)cc2)n1	-0.49	7	1	.	2	.	0.9	3	.
C/C(NC(=O)c1ccccc1F)=C1\C(=O)C[C@@H]2[C@H]1C2(C)C	-0.3	13	0.9	-33	7	-21	0.9	3	1
O=C(COc1ccc(F)cc1)NC1CC1	0.27	0	1	-23	-4	-7	1	7	-3
CC(C)Cc1cc(C(=O)NCc2cccs2)no1	-1.4	80*	0.6	.	36	.	0.2	8	.
O=C(CN(C1CCCCC1)C1CCCCC1)N1CCc2ccccc2C1	0.91	76*	0.3	12	65*	-14	0.2	.	-2
Cn1c(=O)c2c(nc(N3CCCCCC3)n2CC(=O)c2ccccc2)n(C)c1=O	-0.77	20	0.8	12	20	-8	0.8	2	13
N#Cc1nc(-c2ccco2)oc1NCCCN1CCOCC1	-0.55	49	1	-14	3	-3	0.5	0	6
O=C(Nc1ccc(F)cc1)N1CCOCC1	-0.93	1	0.9	11	7	-4	1	6	-3
CCOc1ccc(-n2c(SC(C)C)nc3c(c2=O)SCC3)cc1	-0.052	32	0.6	.	42	.	0.7	3	.
O=C(CN1C2CCCC1CC(NC(=O)c1ccco1)C2)Nc1ccccc1 (stereo unspecified)	0.84	87*	0.1	0	95*	-10	0.1	8	4
Cc1ccc(S(=O)(=O)NC(C)(C)CSc2nncn2C)cc1	-1.6	40	1.1	-124	-9	-7	0.6	5	-1
C(=N\n1cnnc1SCc1ccccc1)/c1ccco1	0.56	12	0.8	2	19	-23	0.9	6	-21
CCOc1ccc2nc(NCCNC(=O)C(C)C)c(C)cc2c1	0.38	77*	0.1	.	94*	.	0.2	6	.
Cc1cc(N2CCCCCC2)nc(-c2ccccc2O)n1	.	-11	1	-10	2	-24	1.1	5	-14
CCOc1ccccc1N(CC(=O)Nc1ccccc1C(=O)NCc1ccco1)S(C)(=O)=O	-0.02	86*	0.1	-9	86*	-10	0.1	6	14
CNS(=O)(=O)c1cnccc1N1CCN(c2cccc(C(F)(F)F)c2)CC1	-0.95	77*	0.5	-8	47	-2	0.2	.	4
O=C(Nc1ccc(OCC(F)(F)C(F)F)c(C(F)(F)F)c1)c1ccccc1O	-0.62	26	1.3	4	-29	-13	0.7	.	9
CCN1CCN(c2ncnc3sc(C(=O)Nc4ccccc4F)c(C)c23)CC1	-0.25	-2	0.8	4	21	-5	1	12	2
C(#CCN1CCOCC1)COCCOC(c1ccccc1)c1ccccc1	0.2	21	0.7	-11	33	3	0.8	2	-2
Nc1nc(-c2cccc(NS(=O)(=O)c3ccccc3)c2)cs1	-0.64	99*	0	-18	95*	8	0	6	8
N/C(=N/O)c1nc(N2CCCCC2)nc(N2CCCCC2)n1	1.7	.	.	0	.	-14	.	3	12
N#Cc1c(NC(=S)NC(=O)Cc2cccs2)sc2c1CCCCC2	.	28	0.1	.	89*	-16	0.7	.	15
Cc1ccc(C(=O)Nc2cccc(C(=O)NCc3ccccc3)c2)o1	2.4	52*	0.1	.	88*	.	0.5	5	.
CCOC(=O)C1=C(C)N=C2c3ccccc3C(=O)C2C1c1ccc(Cl)cc1 (stereo unspecified)	-0.33	2	0.7	-18	25	2	1	.	-5
CCC(c1nnc(SCC(=O)Nc2nnc(-c3ccccc3)o2)o1)N(C)C (stereo unspecified)	-0.17	-7	0.8	-5	15	-18	1.1	.	-18
CCNC(=O)C1CC(=O)N(Cc2ccc(F)cc2)C(=Nc2ccc(OC)cc2)S1 (stereo unspecified)	-1.6	55*	1.6	3	-56	-29	0.5	5	8
Cc1nc2ncnn2c(C)c1CCC(=O)Oc1ccccc1	-0.83	21	0.9	21	8	-4	0.8	5	9
CN(C)S(=O)(=O)c1ccc(C(=O)N(c2ccccn2)c2ccccn2)cc1	0.14	-3	0.9	-93	7	-11	1	4	-5
CCOc1ccccc1N1CCN(Cc2cccc(OC)c2OC)CC1	-0.21	48	1.1	-2	-7	-23	0.5	11	3
COc1cc(OC)cc(-c2nnc(SCC(=O)NCc3cccs3)o2)c1	-0.51	89*	0.8	-12	20	-24	0.1	.	8
Cn1c(SC2CCCCC2=O)nnc1-c1ccncc1 (stereo unspecified)	-0.56	70*	0.8	-22	16	-29	0.3	6	21
O=C(CN1CCN(Cc2ccc(F)cc2Cl)C1=O)NCCc1ccccc1	1.2	54*	0.4	3	58*	-2	0.5	4	8
Cc1ccc2nc3n(c(=O)c2c1)CCC3	-0.41	-4	0.8	.	21	.	1	1	.
Cc1ccc(C(=O)/C=C/Nc2cccc(O)c2)cc1	0.18	25	1.7	.	-72	.	0.8	.	.
COc1cc2nc(SCc3ccc(Cl)cc3Cl)n(Cc3cccs3)c(=N)c2cc1OC	-0.35	26	0.3	15	74*	-7	0.7	.	1
CCN1CCCC1CNCc1ccccc1OCc1ccc(F)cc1 (stereo unspecified)	-0.016	-10	0.7	-4	26	-9	1.1	.	-29
COc1ccccc1N1CCN(C(=O)c2ccccc2Oc2ccccc2)CC1	0.017	74*	0.3	-34	75*	6	0.3	9	6
COc1ccccc1-c1nc(-c2ccc(Br)cc2)no1	0.12	-1	1.2	.	-16	.	1	6	.
Cc1noc(C)c1C(=O)NCCc1ccc(Cl)cc1	0.58	91*	0.5	-1	54*	.	0.1	11	5
Cc1ccc(C2=[N+]([O-])C(C)N(O)C2(C)C)o1 (stereo unspecified)	-0.22	8	1	13	3	-44	0.9	3	-5
CCN1CCN(C(=O)c2ccccc2N(C)S(=O)(=O)c2ccc(C)cc2)CC1	-0.012	-8	1	-6	-2	10	1.1	1	17
O=c1c2cnn(-c3ccccc3)c2ncn1Cc1ccccc1	-0.8	.	.	15	.	-12	.	-2	1
Cc1ccc2nc(SCC(=O)c3ccc(Cl)s3)[nH]c2c1	-0.18	48	0.4	-22	60*	-6	0.5	2	-2
COc1ccc(NC(=O)CN(C)S(=O)(=O)c2ccc3c(c2)CCC(=O)N3)c(OC)c1	0.14	55*	1.7	5	-70	-7	0.5	8	3
N#Cc1nc(Cc2ccccc2)oc1NCc1ccccc1Cl	.	63*	0.4	-18	56*	-2	0.4	7	-14
NC(=O)CSC1=Nc2ccccc2C2=NC(CC(=O)NCc3cccs3)C(=O)N12 (stereo unspecified)	0.088	3	0.9	-8	11	-26	1	7	16
CC(Nc1cc(N2CCN(C(=O)C(C)(C)C)CC2)ccc1[N+](=O)[O-])c1ccccc1 (stereo unspecified)	-1.6	56*	0.5	-20	50*	-2	0.4	.	-1
COCc1cc(=O)n2[nH]c(C)nc2n1	-0.17	0	1.1	.	-10	.	1	10	.
O=S(=O)(c1ccccc1)N1CCn2c(nc3ccccc32)C1	0.0042	71*	0.8	-2	24	-13	0.3	7	14
O=C(O)CCCC(=O)NCCCc1ccccc1	-0.15	6	1	-38	-4	-18	0.9	5	-20

Following part:
SMILES	hDAT+cocaine	CYP2C19 inhib	CYP2C9 act	HUVEC tox IL1B	CYP2C9 inh	TNFa cytotox	CYP2C19 activ	Calb biofilm kill	VCAM1 TNFa inh
Cc1csc(NC(=O)CSc2nnc(-c3ccccn3)n2-c2ccc(C)c(C)c2)n1	2.7*	1	0.8	2	19	-2	1	1	-6
Cc1ccc(-c2nc3ccccc3[nH]2)cc1NC(=O)c1ccco1	0.95	19	0.6	12	35	-6	0.8	9	-5
CCN(CCCNC(=O)c1cn(CC)c2ccc(S(=O)(=O)N(C)C)cc2c1=O)c1cccc(C)c1	1.7	42	0.2	-15	77*	-4	0.6	7	1
Cc1ccc(/C=N/n2c(COc3ccccc3)n[nH]c2=S)s1	-0.96	15	0.2	16	77*	-15	0.9	.	-2
CCOC(=O)c1cnc(SCCc2ccccc2)nc1N	-0.65	38	1	-14	4	-13	0.6	4	9
N#Cc1c(N)sc(=S)c2c1CCN(Cc1ccccc1)C2	0.099	74*	0.3	.	69*	.	0.3	.	.
Cc1ccccc1OCCCC(=O)Nc1ccc(Br)cc1	-0.58	14	1	-36	0	-9	0.9	.	-2
Cc1ccc(S(=O)(=O)N(CC(=O)N/N=C/c2ccco2)Cc2ccccc2)cc1	1.1	36	0.6	-10	42	-23	0.6	.	9
FC(F)(F)c1cc(-c2ccccc2)nc(NCC2CCCO2)n1 (stereo unspecified)	0.53	10	0.8	-28	19	-50	0.9	.	-40

Structures listed so far that have a furan ring, fused or not (10):
SMILES	hDAT+cocaine	CYP2C19 inhib	CYP2C9 act	HUVEC tox IL1B	CYP2C9 inh	TNFa cytotox	CYP2C19 activ	Calb biofilm kill	VCAM1 TNFa inh
Cc1ccc(CNC(=O)CCCn2c(=O)c3ccccc3n(CC(=O)NCc3ccco3)c2=O)cc1	1	.	.	34	.	-5	.	7	4
Cc1cc(C)c2c(c1)c(C)cc1nnc(SCC(=O)NCc3ccco3)n12	0.028	50	1.9	-8	-92	-2	0.5	2	-6
N#Cc1nc(-c2ccco2)oc1NCCCN1CCOCC1	-0.55	49	1	-14	3	-3	0.5	0	6
O=C(CN1C2CCCC1CC(NC(=O)c1ccco1)C2)Nc1ccccc1 (stereo unspecified)	0.84	87*	0.1	0	95*	-10	0.1	8	4
C(=N\n1cnnc1SCc1ccccc1)/c1ccco1	0.56	12	0.8	2	19	-23	0.9	6	-21
CCOc1ccccc1N(CC(=O)Nc1ccccc1C(=O)NCc1ccco1)S(C)(=O)=O	-0.02	86*	0.1	-9	86*	-10	0.1	6	14
Cc1ccc(C(=O)Nc2cccc(C(=O)NCc3ccccc3)c2)o1	2.4	52*	0.1	.	88*	.	0.5	5	.
Cc1ccc(C2=[N+]([O-])C(C)N(O)C2(C)C)o1 (stereo unspecified)	-0.22	8	1	13	3	-44	0.9	3	-5
Cc1ccc(-c2nc3ccccc3[nH]2)cc1NC(=O)c1ccco1	0.95	19	0.6	12	35	-6	0.8	9	-5
Cc1ccc(S(=O)(=O)N(CC(=O)N/N=C/c2ccco2)Cc2ccccc2)cc1	1.1	36	0.6	-10	42	-23	0.6	.	9

Screens deposited in PubChem by several laboratories.
